TDP1 cell noCPT – qHTS for Inhibitors of human tyrosyl-DNA phosphodiesterase 1 (TDP1): qHTS in cells in absence of CPT | Potency, µM (top dose mostly 46.2 µM), for the others: at the highest dose activity change, negative = growth inhibition, hits mostly inhibitors | 420,000 tested, 15% active | AID 686978, 2013 | DT40 Tdp1-/- hTDP1 cells, no CPT, ATP luminescence, 48 h; active = well fitted inhibition curve with a large enough effect; inconclusive = small, poorly fitted or top-dose-only effect; also: nearly all actives have a fitted effect of over 55% in size
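Growth of hTDP1-complemented DT40 Tdp1-knockout cells is measured by ATP luminescence after at least 48 hr compound exposure at 37 °C, with DMSO substituting for the 20 nM CPT used in the parallel screen.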
* = called active by the depositor; ? = inconclusive. % is scaled to controls: 0 for no effect and ±100 for the full control effect; potency is read from the fitted curve at half-maximal effect.

Compound | TDP1 cell noCPT
COc1cc(CN(C)C(=O)C2CCN(S(=O)(=O)c3cccs3)CC2)ccc1OC(F)F | ?
Cc1cccn2c(=O)c3cc(C#N)c(=N)n(Cc4cccnc4)c3nc12 | -8%
COc1cc(C=CC(=O)OCC=Cc2ccc3c(c2)OCO3)cc(OC)c1OC | ?
COc1cc(/C=C/CNC[C@H]2O[C@@H](n3cnc4c(N)ncnc43)[C@H](O)[C@@H]2O)ccc1O | 13µM*
O=C(NCc1ccc(C(F)(F)F)cc1)c1ccc2c(c1)S(=O)(=O)c1ccccc1C2=O | 1%
Cc1cccc(C(=O)NC(C)c2ccc(-n3ccnc3)cc2)c1C (centres undefined) | 14%
CC1(c2nnc(-c3cccc(Cl)c3)o2)CC(c2ccccc2)=NO1 (centres undefined) | -21%
O=C1c2ccccc2C(c2nnnn2Cc2ccccc2)N1Cc1cccnc1 (centres undefined) | -24%
CCCCn1c(N)c(N(CCOC)C(=O)c2oc3ccc(Br)cc3c2C)c(=O)[nH]c1=O | -9%
COc1ccc(NC(=O)CCCOc2ccc(C(C)=O)cc2)cc1S(=O)(=O)N1CCCCC1 | 26µM*
CC1CN(C(C)C)C(=S)NC1=O (centres undefined) | -7%
CCNc1ncnc2c1cnn2C1CCCO1 (centres undefined) | -11%
COc1ccc(C(=O)N/C(=C\c2cn(S(=O)(=O)N(C)C)c3ccccc23)C(=O)N2CCCC2)cc1 | -35%
CCCCNC(=O)C[C@@H]1C[C@@]2(C(=O)OCC)CCCC=C2N(Cc2ccc(Cl)cc2Cl)C1=O | -92%
CCCCCCN1C[C@H](O)[C@@H](n2cc(C3CC3)nn2)C[C@@H]1c1ccc(Cl)cc1 | ?
COc1ccccc1-c1ccnc(-n2ncc(C(=O)NC(C)(C)CO)c2C2CC2)n1 | -6%
CN(C)S(=O)(=O)c1cccc(C(=O)N2CCN(S(=O)(=O)c3ccc4c(c3)OCCO4)CC2)c1 | 16µM*
COc1cc(C(O)c2nc(-c3cccc(C(C)C)c3)cs2)ccc1F (centres undefined) | 18µM*
COCCNC(=O)c1[nH]c(C(F)(F)F)nc1-c1ccccc1 | 4%
N#Cc1cccnc1N1CCN(C(=O)c2[nH]c(C(F)(F)F)nc2-c2ccccc2)CC1 | 0%
O=C(Nc1ccccc1)Nc1nnc([C@H]2C[C@H](O)[C@@H](CO)O2)s1 | 1%
O=C1CC[C@@H](CN(Cc2cccnc2)C2CCN(c3ccc(NC(=O)c4cnccn4)cc3)CC2)N1 | -19%
COc1cc(CCC(=O)OCC(=O)Nc2cc(S(=O)(=O)N3CCOCC3)ccc2Cl)cc(OC)c1OC | -7%
O=c1[nH]c(/C=C/c2cccc(Br)c2)nc2ccccc12 | ?
COc1ccc([C@@H]2C[C@H]3[C@@H](CN2S(=O)(=O)c2ccccc2)C(=O)C[C@@H](c2ccc(C)cc2)N3S(=O)(=O)c2ccc(C)cc2)cc1 | ?

Some of the entries so far, as labelled records:
COc1ccccc1-c1ccnc(-n2ncc(C(=O)NC(C)(C)CO)c2C2CC2)n1
  TDP1 cell noCPT: -6%
O=C(NCc1ccc(C(F)(F)F)cc1)c1ccc2c(c1)S(=O)(=O)c1ccccc1C2=O
  TDP1 cell noCPT: 1%
N#Cc1cccnc1N1CCN(C(=O)c2[nH]c(C(F)(F)F)nc2-c2ccccc2)CC1
  TDP1 cell noCPT: 0%

Later entries
Compound | TDP1 cell noCPT
CC(C)(C)OC(=O)N1CCC(C(=O)Nc2cccc(C(=O)NCCc3ccccc3)c2)CC1 | 15µM*
Cc1ccc(NC(=S)N2CCC(C(=O)c3ccc(F)cc3)CC2)cc1C | -22%
COc1ccc(C2=Nc3ccccc3NC(=O)C2N(CCc2ccccc2)C(=O)c2cccs2)cc1 (centres undefined) | ?
CNC(=S)N1CCC(C(=O)c2ccc(Cl)cc2)CC1 | -21%
O=C1C(O)=C(O)C(=O)c2ccccc21 | ?
O=C(NNc1ccccc1F)c1sccc1Cl | ?
COC(=O)CC1N(S(=O)(=O)c2ccc(C)cc2)c2ccccc2C1(C(=O)OC)C(=O)OC (centres undefined) | ?
NC(c1csc(Nc2ccc(C(=O)c3ccccc3)cc2)n1)c1ccccc1Cl (centres undefined) | ?
CC(C)c1cc(NCCN2CCOCC2)n2c(nc3ccccc32)c1C#N | 15%
O=C(c1cccnc1)C1CCCN(Cc2ccc3c(c2)CN(C(=O)c2cccs2)CCO3)C1 (centres undefined) | ?
CC1=C(C(=O)N2CCOCC2)CC(CC(=O)NCc2cccc3ccccc23)C(=O)N1Cc1ccccc1 (centres undefined) | ?
CC(C)CC(=O)N1C/C=C\C[C@@H](c2ccc(Cl)cc2)N(Cc2ccc(Cl)cc2)C(=O)[C@@H]1Cc1ccccc1 | 13µM*
Cc1ccc2c(c1)C1(OCCCO1)C(=O)N2CC(=O)NN | 9%
C[C@@H]1CN([C@@H](C)CO)C(=O)CCCn2nncc2CO[C@H]1CN(C)C(=O)c1ccncc1 | -3%
C[C@@H]1CN([C@@H](C)CO)C(=O)CCCn2nncc2CO[C@@H]1CN(C)S(=O)(=O)c1ccc2ccccc2c1 | -19%
CC1(C(=O)NCC2CCOCC2)Cc2c(-c3cccc(C(F)(F)F)c3)ccnc2O1 (centres undefined) | 3.3µM*
COc1cc(=O)n2c(c1C(=O)NCc1ccco1)CCN(Cc1cccc(Cl)c1)CC2 | -26%
CC1(Oc2cccc(C#N)c2)CCN(Cc2ccccc2OC(F)F)C1 (centres undefined) | ?
CCCCNC(=O)C1(C)CCCCN1C(=O)c1cc(-c2ccccc2)cs1 (centres undefined) | 8.2µM*
Cc1cccc(C)c1NC(=O)C1(C)CSCC(=O)N1CCCN1CCOCC1 (centres undefined) | 5%
COCc1c(C(=O)N2CCC(N3CCCCC3)CC2)cnn1-c1ncc(C)c(-c2cccs2)n1 | -7%
CC(=O)Nc1ccc(-c2ccnc3c2CC(C)(C(=O)NCc2ccc(N4CCN(C)CC4)cc2)O3)cc1 (centres undefined) | ?
CCOC(=O)c1c(N)sc(C(=O)N2CCCC(C(N)=O)C2)c1C (centres undefined) | -1%
O=C(Nc1cccc2ccccc12)c1csc([C@@H]2O[C@H](CO)[C@H](O)[C@H](O)[C@H]2O)n1 | -5%
CC(C)(C)S(=O)N1Cc2cn(Cc3ccccc3)c(=O)cc2[C@@H]1CCO (some centres undefined) | 9%
COc1ccc(CN2C(=O)COc3ccccc3C2c2nc3ccccc3[nH]2)cc1 (centres undefined) | -6%
COc1cccc(C(C)(O)c2nc(-c3ccc4c(c3)OCO4)cs2)c1 (centres undefined) | 21µM*
COc1cccc(CN2CCC2(C)C(=O)Nc2ccc(C)cc2)c1F (centres undefined) | 23µM*
Cc1c(C(=O)NC2CC(C)(C)NC(C)(C)C2)oc2c(Cl)cccc12 | ?
CCCCNC(=O)C1(C)CCCCN1Cc1ccc(-c2ccccc2)cc1 (centres undefined) | 8.2µM*
COc1ccc(NC(=O)CN2CCc3ccccc3C2)cc1 | ?
Cn1c(=O)c2[nH]c(NN=Cc3ccc(F)cc3)nc2n(C)c1=O | ?
Cc1ccc(S(=O)(=O)N(C)C)cc1NC(=O)C(C)OC(=O)CC1CC2CCC1C2 (centres undefined) | ?
CCc1nc2ccc(C(=O)NCCCN3CCCC3=O)cn2c1N(C)C(=O)c1cccc(OC)c1 | -6%
O=C(CC[C@H]1O[C@@H](n2ccc(=O)[nH]c2=O)[C@H](O)[C@@H]1O)N[C@@H](Cc1ccccc1)C(=O)NCc1ccccc1 | 0%
OCCN1CCN(c2ncnc3c2ncn3[C@H]2CN(Cc3ccc(-c4ccccc4)cc3)C[C@@H](CO)O2)CC1 | 6.5µM*
COc1ccc(NC(=O)C(c2ccc(C#N)cc2)n2c(=O)c(-c3cc4ccccc4[nH]3)nc3ccccc32)cc1 (centres undefined) | 15µM*
CN1CCN(C(=O)OCCOCCOC(=O)N2CCN(C)CC2)CC1 | 8%
O=C(Nc1ccccc1N1CCOCC1)[C@@H]1O[C@H](CO)[C@H](O)[C@H](O)[C@H]1O | -7%
COC(=O)c1[nH]nc(-c2ccccc2)c1-c1ccccc1 | ?
COc1ccc([C@H]2CC(=O)C[C@@H](CCn3cc(C(C)C)nn3)O2)cc1 | 0%
COc1cc(CC(=O)Nc2c(-c3ccccc3)[nH][nH]c2=O)cc(OC)c1 | -17%
O=C(C[n+]1cccc(I)c1)c1ccc(F)cc1 | -28%
O=[N+]([O-])c1ccccc1C=CC=NN=Cc1ccccc1O | -9%
O=C(Cc1cccc(NC(=O)C2CCN(C(=O)CCc3ccccc3)CC2)c1)Nc1cccc(C(=O)N2CCCCC2)c1 | 18µM*
Cn1cc(/C=C/c2ccc3ccccc3n2)c2ccccc21 | 10µM*
CC1C(=O)N(Cc2cn(CC3CCCCC3)nn2)CCS(=O)(=O)N1Cc1ccc(-c2ccncc2)cc1 (centres undefined) | -1%
CCC(c1nnnn1-c1c(C)cccc1C)N1CCN(c2ccccn2)CC1 (centres undefined) | ?
Cc1cc2c(cc1C)N(Cc1ccc(Cl)cc1)C1=NCCCN12 | 5.2µM*
Cn1c2ccccc2c2nnc(SCCOc3ccccc3)nc21 | ?

The list goes on:
Compound | TDP1 cell noCPT
C[C@@H]1CN([C@H](C)CO)C(=O)CCCn2cc(nn2)CO[C@H]1CN(C)S(C)(=O)=O | ?
CCCN(CC)C(CC)C(=O)Nc1c(C)cccc1C (centres undefined) | -13%
CC(=O)c1ccc(F)c(-c2cc(C)cc3c2OC(CNC(=O)C(C)n2nc(C)cc2C)C3)c1 (centres undefined) | -20%
CC1(C(=O)NCc2ccccc2)Cc2c(-c3cccc(C(N)=O)c3)ccnc2O1 (centres undefined) | 2.3µM*
C[C@@H]1CN([C@@H](C)CO)C(=O)CCCn2nncc2CO[C@@H]1CN(C)S(=O)(=O)c1cccc(C#N)c1 | -18%
CC(=O)SC1CC(=O)C=C2CCC3C4CCC(=O)OC4(C)CCC3C21C (centres undefined) | -11%
CC(=O)Nc1ccc(S(=O)(=O)NCC2CCCO2)cc1 (centres undefined) | -7%
COc1ccc(-c2coc3c(C(=O)Nc4cccnc4)cccc23)c(C)c1 | 8.2µM*
CCCCC[C@H](O)/C=C/C1C(=O)C=C[C@H]1C/C=C\CCCC(=O)OC (some centres undefined) | 7.3µM*
CC(=O)NC(c1cccc(F)c1)c1nc(-c2ccc(C)c(C)c2)cs1 (centres undefined) | ?
CC(C)=CC(=O)N1CCC(Oc2cccc(C(=O)NCc3ccccn3)c2)CC1 | ?
COCCNC(=S)N(C)[C@H]1C[C@H]2c3cc(Oc4ccccc4C)ccc3CCN2C(=O)[C@H]1[C@H](C)O | 8.2µM*
COc1cc(-c2cc(C)c3cccc(OC)c3n2)cc2c1OCCN(C(=O)CCn1ccc(C)n1)C2 | 23µM*
CC(=O)NC(C)(c1ccccc1)c1nc(-c2cccc(C#N)c2)cs1 (centres undefined) | ?
CN(c1ccc(Cl)cc1)c1cc2c(c3c1ccn3C)C1CCC2C1 (centres undefined) | -19%
COc1ccc(-c2c(-c3ccc4c(c3)OCO4)noc2-c2ccsc2)cn1 | 14µM*
CC1(C(=O)NS(=O)(=O)c2cccc(F)c2)CCN1C(=O)Cc1ccc(Cl)cc1Cl (centres undefined) | -9%
O=S(=O)(NC1CC1)c1ccc(Br)cc1N1CCC[C@H]1CO | ?
COc1ccc(NC(=O)CN2c3cccc4cccc(c34)S2(=O)=O)cc1OC | 7.3µM*
CCNC(=O)C1(C)CCN(C(=O)c2cccs2)C1 (centres undefined) | -4%
CNc1ccc(-c2cccc([N+](=O)[O-])c2)cn1 | ?
COc1ccc(CN2C[C@@H](CO)O[C@@H](n3cnc4c(NCc5cc(OC)c(OC)c(OC)c5)ncnc43)C2)cc1 | ?
CC1(C(=O)NCc2cccnc2)CCN1C(=O)Cc1cccs1 (centres undefined) | 17%
COc1ccc(CN(C)C[C@@H]2OCCCC[C@H](C)Oc3ccc(NC(=O)Nc4ccc(F)cc4)cc3C(=O)N([C@H](C)CO)C[C@H]2C)cc1 | ?
COc1ccc(C(C)(NC(C)=O)c2nc(-c3ccc(S(C)(=O)=O)cc3)cs2)cc1 (centres undefined) | -20%
Cc1c(O)cnc2nn(-c3ccccc3)c(=N)n12 | -7%
CC(=O)Nc1ccc2c(c1)-c1ccc(F)cc1C2 | ?
Cc1[nH]c2ccccc2c1/C=C/c1ccnc2ccccc12 | 2.8µM*
COc1ccc2[nH]cc(C(=O)CNc3nccs3)c2c1 | 7.9µM*
O=C(NCC1CC1)c1ccc2nc([C@@H]3O[C@H](CO)[C@H](O)[C@H](O)[C@H]3O)[nH]c2c1 | -4%
O=C(Cc1cccc(NC(=O)C2CCCN(C(=O)CCc3ccccc3)C2)c1)Nc1ccc(C(=O)N2CCCCC2)cc1 (centres undefined) | 23µM*
CC(=O)N1CCN(Cc2cc(=O)oc3ccccc23)CC1 | 3%
CC(=O)Nc1cnc(-c2ccccc2O)cn1 | -21%
O=C(OCC(=O)N(CCc1ccccc1)Cc1ccccc1)c1cccc(O)c1 | -18%
Cc1cc(C)cc(C(=O)NCc2nc(-c3cccc(NC(=O)c4ccccn4)c3)oc2C)c1 | -11%

Three of the compounds above, as labelled records:
O=C(Cc1cccc(NC(=O)C2CCCN(C(=O)CCc3ccccc3)C2)c1)Nc1ccc(C(=O)N2CCCCC2)cc1 (centres undefined)
  TDP1 cell noCPT: 23µM*
CC(=O)Nc1ccc2c(c1)-c1ccc(F)cc1C2
  TDP1 cell noCPT: ?
COc1ccc2[nH]cc(C(=O)CNc3nccs3)c2c1
  TDP1 cell noCPT: 7.9µM*

Some of the compounds tested (hit frequency here may not be typical).
